CaV13 ICDI inh: Primary screen for inhibitors of IQ motif and Ca2+-dependent inactivation inhibitor domain binding in CACNA1D, Förster resonance energy transfer in living cells, …; HEK cells, CFP/YFP FRET ICDI-IQ, plate reader, 10 min; percent FRET-ratio fall versus neutral wells; inhibition, % at 12.3 µM; 340,000 tested, 0.098% active; AID 743397;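 active means mean replicate inhibition of at least 30% and at least 1% of replicates passing that level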;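 further: 0% = median of the neutral control wells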
PDI turbidity: inhibitors of human PDI, primary screen, biochemical, turbidity, single point, plate reader; Protein disulfide-isomerase (Homo sapiens), P07237; PDI insulin aggregation turbidity, A650, 90 min; inhibition, % at 10 µM; 350,000 tested, 0.052% active;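 active means mean inhibition across replicates of 30% or more, whatever share of single replicates reach that level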;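 further: absorbance from insulin aggregation driven by PDI reduction with DTT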
HIF-2a inh: HIF-2a reporter inhibitors, primary screen, luminescence, 786-0 RCC cells | 786-0 RCC cells HIF-2a reporter, luciferase luminescence, overnight | inhibition, % at 18.8 µM | 360,000 tested, 0.72% active;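 active means inhibition of the luminescence signal of 40% or more relative to plate controls, in a single-dose primary screen at 18.75 µM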
Peg3 promoter: Peg3 promoter-driven luciferase inhibitors, primary screen, cell-based, HeLa, luciferase luminescence | HeLa PEG-Prom luciferase reporter, overnight | inhibition, % at 20 µM | 360,000 tested, 1.7% active | AID 588405, 2011;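 active means inhibition of at least 50% at 20 µM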
iPSC survival up: enhancers of single-cell hiPSC survival, primary screen, ATPlite luminescence; 100% = ROCK inhibitor wells, 0% = DMSO; AID 602274, 2012; 360,000 tested, 0.044% active; survival enhancement, % at 20 µM; in the data active means survival enhancement above about 18%;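 further: cells exposed to compounds for 16 hours before the ATP read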
HTR2A ag: mouse Htr2a agonists via beta-arrestin recruitment, primary screen, cell-based, luminescence; 360,000 tested, 0.66% active; 5-hydroxytryptamine receptor 2A (Mus musculus), P35363; activation, % at 7.6 µM; CHO-K1 mHTR2A beta-arrestin complementation; percent of 30 µM serotonin response;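 active means activation above a run cutoff, the mean activation of all tested compounds plus 3 SD, cut at about 14% in these data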;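 further: 0% = plate median of compound wells and 100% = 30 µM serotonin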
Target sequence (P35363 whole entry, looked up): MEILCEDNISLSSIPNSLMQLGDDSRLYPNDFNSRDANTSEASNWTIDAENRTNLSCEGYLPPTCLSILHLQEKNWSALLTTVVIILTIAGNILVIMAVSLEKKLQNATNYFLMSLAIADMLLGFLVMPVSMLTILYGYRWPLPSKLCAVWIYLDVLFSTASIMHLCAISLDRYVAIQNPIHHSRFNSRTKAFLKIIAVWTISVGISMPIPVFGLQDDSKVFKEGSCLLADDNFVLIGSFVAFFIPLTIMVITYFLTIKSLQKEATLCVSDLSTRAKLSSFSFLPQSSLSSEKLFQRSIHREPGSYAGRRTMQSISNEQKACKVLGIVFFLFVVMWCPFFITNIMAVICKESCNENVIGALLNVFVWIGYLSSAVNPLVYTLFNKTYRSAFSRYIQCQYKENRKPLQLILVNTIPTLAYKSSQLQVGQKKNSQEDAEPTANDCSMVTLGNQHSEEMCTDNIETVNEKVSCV
NR2E3 ag-1: NR2E3 agonists in two-hybrid cells, primary screen, cell-based, luminescence, CHO-S, Gal4-NCOR/VP16-NR2E3. Photoreceptor-specific nuclear receptor (Homo sapiens), Q9Y5X4. luciferase. inhibition of corepressor binding, % at 3.98 µM. 360,000 tested, 0.35% active. AID 602229, 2012;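 active means inhibition above the mean of all tested compounds plus 3 SD, cut at about 70% in these data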;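 further: 0% = DMSO with NR2E3 transfected cells and 100% = cells lacking NR2E3 construct; higher means lower luciferase signal from less NR2E3 corepressor binding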
Target sequence (Q9Y5X4 whole entry, looked up, the tested form may be a part): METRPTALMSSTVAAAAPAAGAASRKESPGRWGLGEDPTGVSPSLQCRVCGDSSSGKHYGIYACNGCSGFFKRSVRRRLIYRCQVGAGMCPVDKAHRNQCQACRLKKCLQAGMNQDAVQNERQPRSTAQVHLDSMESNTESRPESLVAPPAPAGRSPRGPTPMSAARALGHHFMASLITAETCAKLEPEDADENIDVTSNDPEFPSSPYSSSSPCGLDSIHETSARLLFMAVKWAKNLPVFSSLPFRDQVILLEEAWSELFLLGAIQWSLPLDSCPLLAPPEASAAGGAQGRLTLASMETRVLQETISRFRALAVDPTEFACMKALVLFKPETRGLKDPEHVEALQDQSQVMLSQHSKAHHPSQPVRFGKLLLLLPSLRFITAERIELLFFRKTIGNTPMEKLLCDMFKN
MITF TRPM1 inh: inhibitors of MITF-dependent TRPM1 promoter reporter, primary screen, cell-based, SK-MEL-5, single point, luciferase. SK-MEL-5 TRPM1 promoter luciferase, 24 h. inhibition, % at 12.5 µM. 330,000 tested, 0.83% active. AID 488899, 2010;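 active means mean inhibition across replicates of 60% or more, whatever share of single replicates reaches that level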; further: values of inactives mirror those of a sister screen read the other way
Shn3 inh set2: reduction of Shn3 3'UTR firefly luciferase signal, primary screen, Schnurri-3 inhibitor project, cell-based, Clone20 osteoblasts, set 2; Clone20 osteoblast Shn3 3'UTR firefly luciferase, 24 h; inhibition, % at 12.5 µM; 360,000 tested, 0.52% active;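 active means mean inhibition of at least 75% with every replicate also reaching 75%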;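 further: 0% = median of neutral control wells and 100% = pilot-screen positive control compound; some compounds past the cut are filed as inactive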
Cardio protect: cardioprotection against H2O2-induced cell death, primary screen, uHTS, H9c2 cells, ATPLite luminescence. protection from H2O2 cell death, % at 20 µM. 360,000 tested, 0.63% active. H9c2 cardiomyocytes, H2O2 injury protection, 2 h;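 active means compounds giving at least 50% protection of heart cells from peroxide-induced death in the single-dose screen, raw or plate-pattern-corrected value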;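 further: 0% = DMSO wells with peroxide and 100% = DMSO wells without peroxide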
NR2E3 ag-2: inhibitors of NR2E3-RetCOR corepressor binding, primary screen, NR2E3 agonist project, biochemical, TR-FRET, GST-NR2E3, biotin-RetCOR. Photoreceptor-specific nuclear receptor (Homo sapiens), Q9Y5X4. 1536-well. inhibition of corepressor binding, % at 4.78 µM. 320,000 tested, 0.12% active. AID 2300, 2010;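 active means percent inhibition above the cutoff of mean plus 3 SD of all tested compounds, set per screening campaign, cut at about 20% in these data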;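 further: 0% = DMSO wells and 100% = biotin wells as full block of FRET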
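Format: 1536-well format; test system: GST-NR2E3 and biotin-RetCOR proteins; read-out basis: percent inhibition of TR-FRET ratio; timing: 5 h incubation at 4 °C; detection: time-resolved FRET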
* hit, by the source's call; / = no result given.

SMILES	CaV13 ICDI inh	PDI turbidity	HIF-2a inh	Peg3 promoter	iPSC survival up	HTR2A ag	NR2E3 ag-1	MITF TRPM1 inh	Shn3 inh set2	Cardio protect	NR2E3 ag-2
COc1ccc(-c2csc(NC(=S)NC(=O)/C=C/c3ccco3)n2)cc1Br	-19.6	-14.7	-52.0	7.0	-0.7	0.3	-21.5	31.1	17.0	5.7	-6.1
O=C(CSc1ccccn1)Nc1ccc2c(c1)OCO2	-3.7	-6.1	-142.0	-111.7	-0.6	3.4	-27.9	/	-20.1	0.4	0.9
O=S(=O)(c1ccc2c(c1)OCCO2)N1CCNCC1	-5.8	5.9	14.5	8.6	-1.1	-0.9	11.2	/	-26.6	-0.8	-2.6
CCc1ccc(NC(=S)N(Cc2cccnc2)Cc2ccco2)cc1	-5.1	-2.6	-5.2	6.5	0.8	-4.5	24.9	-13.4	14.3	1.5	-2.5
COc1ccc([N+](=O)[O-])cc1C(=O)Nc1ccc(OCC(=O)N2CCOCC2)cc1	-4.4	8.7	6.6	-2.8	0.2	0.0	-0.7	9.1	-19.9	5.0	0.8
O=C1CSC(c2ccc([N+](=O)[O-])cc2)N1c1ccccc1F (centres undefined)	-21.4	-16.2	13.2	11.1	0.8	-8.3	-17.7	-5.4	1.8	5.0	0.4
CCCCCCCC(=O)Oc1ccc(C(=O)Nc2cc(C)on2)cc1	-2.3	-1.4	-127.0	-143.8	0.3	1.3	-12.4	-32.6	-26.3	4.5	0.1
CCC(C)[C@@H](C(=O)NCC1CCC(C(=O)O)CC1)n1nnc2ccccc2c1=O (some centres undefined)	-3.2	13.3	8.2	1.6	0.5	-2.1	-0.9	4.7	-3.4	17.4	-0.4
Cc1c(NC(=O)C(C)OC(=O)c2cccnc2Cl)c(=O)n(-c2ccccc2)n1C (centres undefined)	-1.9	-1.4	10.2	0.8	0.1	-5.6	-5.0	14.8	-2.5	-0.8	-1.0
O=C(NCc1ccc(F)cc1)NC(=O)c1ccc(Cl)cc1	-4.9	-0.5	6.3	0.5	0.3	8.3	-15.0	11.1	-2.2	0.6	2.1
Cc1ccccc1C(=O)Nc1ccc(S(=O)(=O)N2CCCC2)cc1	-3.8	6.6	-19.4	-4.8	-0.4	-3.8	6.9	/	2.9	3.5	-0.5
CCc1ccc(C(=O)COC(=O)C2CCN(c3ccc(C(F)(F)F)cn3)CC2)cc1	-2.6	-12.5	-0.5	-12.0	0.4	10.8	2.2	-6.1	0.7	-16.1	1.7
Cc1sc2nc(C3CC3)nc(N3CCN(C(=O)c4ccc(Cl)cc4)CC3)c2c1C	-2.2	5.2	2.4	9.8	0.2	-1.9	24.6	11.2	8.1	-1.8	1.1
CNS(=O)(=O)/C=C/c1ccccc1	-18.6	11.3	14.4	15.8	-0.1	2.7	20.1	-11.5	7.8	9.2	4.6
COCCn1cnnc1SCC(=O)Nc1cc(OC)c([N+](=O)[O-])cc1C	-1.6	2.3	9.1	10.7	0.6	-0.8	-4.8	1.0	7.6	7.2	1.2
Cc1ccc2oc(=O)c3cc(C(=O)NCCCN4CC(C)CC(C)C4)sc3c2c1 (centres undefined)	-15.9	-4.1	2.7	-8.6	-0.6	-4.5	3.3	51.4	12.1	-12.1	0.5
CCOC(=O)CSc1n[nH]c(NC(=O)c2ccccc2)n1	-7.5	-3.6	3.5	-1.6	-1.6	-0.2	-14.1	5.9	19.4	9.4	3.9
CC(C)CCC(C)N=Cc1c(O)n(Cc2ccccc2)c(=O)c2ccccc12 (centres undefined)	-3.1	-5.7	16.4	24.4	-1.8	-1.5	-21.6	-14.0	-0.9	-10.3	4.0
O=[N+]([O-])c1ccc(N=Cc2ccc(Br)c([N+](=O)[O-])c2)cc1	-3.0	8.9	30.6	12.6	3.6	-2.8	2.1	3.0	-11.3	-4.6	1.3
Cc1nc(N2CCC3(CC2)OCCO3)c2nnn(Cc3ccccc3F)c2n1	-0.5	-25.6	-71.9	-31.6	-2.0	6.0	-5.5	-6.4	-24.7	-0.4	-3.2
COc1ccc(NC(=O)C(=O)c2cn(CC(=O)N3CCCC3)c3ccccc23)cc1	-6.8	7.9	-54.8	-86.1	-0.3	4.0	12.6	16.0	-0.9	2.7	0.8
O=C(Cc1cccs1)N=Nc1c(O)[nH]c2ccc(Br)cc12	-3.9	7.7	-27.5	-7.6	-0.2	-2.7	0.0	5.7	-18.0	-0.8	0.2
CN1CCC(N(C)C(=O)c2ccc(Cl)c(S(=O)(=O)N3CCOCC3)c2)CC1	-4.5	-6.2	15.2	-4.2	-0.5	-3.1	-19.1	-6.3	-11.1	0.9	/
O=C(O)C1CCN(S(=O)(=O)c2cccc3cccnc23)CC1	-25.0	4.8	15.1	-8.6	-0.5	3.4	-7.8	1.1	-6.9	1.8	-1.2
Clc1ccc(C[n+]2cc(-c3ccccc3)n3c2CCC3)cc1Cl	-5.8	17.8	11.0	6.0	-1.9	4.8	1.8	42.3	10.1	-9.2	-0.3
(cont.)
SMILES	CaV13 ICDI inh	PDI turbidity	HIF-2a inh	Peg3 promoter	iPSC survival up	HTR2A ag	NR2E3 ag-1	MITF TRPM1 inh	Shn3 inh set2	Cardio protect	NR2E3 ag-2
C=CCn1c(=NC(=O)c2ccco2)sc2cc(C(=O)OC)ccc21	-2.7	8.8	-77.3	-42.3	0.5	0.8	-25.4	-5.0	-6.0	-4.2	-6.6
O=C1CCCC2=C1C(c1ccncc1)n1c(nc3ccccc31)N2 (centres undefined)	-4.8	1.2	9.5	3.5	-0.3	3.4	3.7	8.5	7.3	0.1	3.6
Cc1ccccc1C(=O)c1cccn1CC(=O)NC(C)c1ccc2c(c1)OCCO2 (centres undefined)	2.9	3.4	9.4	-1.3	-0.6	-2.7	-7.7	5.0	5.0	-4.8	1.6
COc1cc(C2=NOC(C(=O)NCc3ccc(F)cc3)C2)cc(OC)c1OC (centres undefined)	-3.2	3.4	10.7	16.9	-0.6	0.2	11.6	35.6	17.0	-4.5	-0.4
CCCCCCCCNCCS(=O)(=O)NCc1ccccc1	-8.2	-0.4	-6.7	64.2*	-0.8	1.2	-30.4	-2.7	3.1	-25.5	/
COC(=O)NC(=S)Nc1ccc(Oc2ccc(Cl)cc2Cl)c(Cl)c1	-4.9	17.7	-15.4	22.1	2.1	-5.1	-56.3	12.6	1.8	-19.9	1.0
O=[N+]([O-])c1ccc(O)c(C=NN2CCCCC2)c1	-9.5	-2.8	-40.6	-12.4	0.5	-6.6	5.1	/	-10.9	-11.2	/
CCOC(=O)c1c(C)[nH]c(C(=O)N2CCN(CC)CC2)c1C	-2.9	4.7	-1.1	11.4	-0.6	-5.9	-17.1	4.2	-7.4	0.9	0.0
CC1Oc2ccccc2N(CC(=O)NCc2ccccc2)C1=O (centres undefined)	-5.0	5.4	-147.3	-120.3	-1.8	1.9	-27.8	-29.9	5.1	0.0	-1.0
O=C(C1CCCN(c2ncnc3c2nc2n3CCCCC2)C1)N1CCN(c2cccc(Cl)c2)CC1 (centres undefined)	-3.4	-3.0	16.6	46.4	0.0	-2.6	-19.7	0.5	26.1	35.5	2.9
Cc1cc(N2C(=O)C3CC=CC(C)C3C2=O)no1 (centres undefined)	-4.3	-1.2	22.8	18.6	0.4	3.4	-0.9	-12.2	-1.9	1.8	0.1
CCCCN1C(=O)C(CC(=O)NC2CCCC2)CC(C(=O)N(CC)CC)=C1C (centres undefined)	-6.9	-0.3	0.2	2.3	-0.6	-1.2	0.5	/	19.4	2.8	/
COc1cccc(CCC(=O)Nc2cc3c(cc2C(=O)O)OCCCO3)c1OC	-5.8	2.5	-9.2	4.3	-0.4	-4.8	-40.6	9.1	-7.2	12.8	6.2
O=C(c1ccco1)N1CCN(C23CC4CC(CC(C4)C2)C3)CC1	-6.7	-8.9	0.6	-13.9	-0.3	3.5	5.2	-9.3	-6.3	3.9	0.2
O=C(CSc1ccc2c(c1)OCCO2)Nc1cccnc1Cl	-2.5	-1.3	-3.7	11.6	-0.5	-2.9	-24.9	6.6	-12.5	-0.6	0.0
CCOC(=O)N1CCN(CC(O)COc2c(C)cccc2C)CC1 (centres undefined)	-5.6	0.3	17.5	-5.5	3.7	1.1	-9.3	-2.4	4.0	4.9	0.4
CSc1ccc(-c2nc(CSCC(=O)NCCCN3CCOCC3)c(C)o2)cc1	-5.3	12.5	-3.7	-8.3	2.0	-7.5	46.3	4.9	2.8	-2.6	-0.5
FC(F)(F)c1ccc(-c2csc(-c3ccno3)n2)cc1	-3.3	-3.4	-128.9	-71.2	-0.4	4.6	-40.2	-12.7	-22.9	-1.4	-2.6
Cc1ccc(NC(=O)c2sc3nc(C)nc(N4CCN(c5ccccn5)CC4)c3c2C)c(C)c1	-0.7	1.1	14.9	16.4	0.3	-1.4	-28.7	-11.7	15.4	2.6	0.2
CS(=O)(=O)c1ccc(C(=O)NCC2(N3CCCCC3)CCCCC2)cc1	-3.7	3.1	23.5	3.9	-0.8	-4.4	13.4	-11.0	2.5	-4.6	4.3
COC(=O)c1c(N)sc2c1CCN(c1ncc(C(F)(F)F)cc1Cl)C2	/	-2.4	2.9	-0.3	-3.2	-7.9	-32.7	16.0	-12.0	-3.2	1.3
Cn1c(=O)c(=O)n(C)c2cc(S(=O)(=O)Nc3ccc4c(c3)OCCO4)ccc21	-4.8	3.2	12.3	6.0	0.3	-2.0	19.6	27.7	29.3	-0.5	0.1
O=C(Nc1cc(Cl)ccc1-n1cncn1)c1cncc(Br)c1	-5.9	4.3	3.2	-4.8	0.5	-3.4	8.8	26.2	-0.5	0.0	-1.0
COC(=O)c1ccc(COc2ccccc2/C=N/NS(=O)(=O)c2ccc(C)cc2)cc1	-5.5	-4.5	-43.3	-73.5	0.1	-2.2	-18.1	14.7	-4.4	-9.8	-2.4

In a second layout: results already given.
Values run as follows: CaV13 ICDI inh, PDI turbidity, HIF-2a inh, Peg3 promoter, iPSC survival up, HTR2A ag, NR2E3 ag-1, MITF TRPM1 inh, Shn3 inh set2, Cardio protect, NR2E3 ag-2
- COc1cccc(CCC(=O)Nc2cc3c(cc2C(=O)O)OCCCO3)c1OC
→ -5.8, 2.5, -9.2, 4.3, -0.4, -4.8, -40.6, 9.1, -7.2, 12.8, 6.2
- O=C(c1ccco1)N1CCN(C23CC4CC(CC(C4)C2)C3)CC1
→ -6.7, -8.9, 0.6, -13.9, -0.3, 3.5, 5.2, -9.3, -6.3, 3.9, 0.2
- O=C(CSc1ccc2c(c1)OCCO2)Nc1cccnc1Cl
→ -2.5, -1.3, -3.7, 11.6, -0.5, -2.9, -24.9, 6.6, -12.5, -0.6, 0.0

Bioassay records: PubChem, several laboratories

Outcome played no part in choosing rows; any-hit rate near 3.9%.
